MPTP block: inhibitors of mitochondrial permeability transition pore; AID 602449; inhibition, % at 10 µM; isolated mouse mitochondria, Ca2+ swelling absorbance, 30 min; actives 1.4% (n = 360,000);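 active = inhibition of 50% or more, scaled per plate between neutral and stimulator controls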;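 note: 0% = DMSO wells given calcium and 100% = 1 mM EGTA wells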
SENP1 inh: SENP1 (human) catalytic domain inhibition; Q9P0U3; recombinant SENP1 catalytic domain, CyPet-SUMO1-YPet FRET cleavage; inhibition, % at 10 µM; actives 0.21% (n = 360,000); AID 624204;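 active = inhibition at least 30% at 10 µM, raw YFP signal under a set limit, fluorescence ratio 0.5 to 1.5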;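 note: 0% = enzyme with DMSO and 100% = no enzyme wells; some results filed as inactive read as strong as hits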
Target sequence (Q9P0U3 419-644 limits assumed): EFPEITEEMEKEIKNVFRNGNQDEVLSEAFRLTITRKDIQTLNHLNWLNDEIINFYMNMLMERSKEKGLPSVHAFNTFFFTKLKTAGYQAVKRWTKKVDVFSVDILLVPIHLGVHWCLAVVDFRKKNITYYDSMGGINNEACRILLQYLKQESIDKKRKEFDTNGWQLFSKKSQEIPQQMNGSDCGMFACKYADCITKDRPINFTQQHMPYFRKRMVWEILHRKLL
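system = hSENP1 catalytic domain, recombinant | reagent = SFCypet-SUMO1-SFYpet substrate at 25 nM | doses = one dose per compound, 10 µM, 0.5% DMSO | incubation = enzyme reaction for 50 min at room temperature, dark | measured by = FRET, CFP and YFP emission | controls = no-enzyme low, enzyme-DMSO high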
SENP8 block: blocks human SENP8 cleavage of Nedd8 substrate | Q96LD8 | inhibition, % at 20 µM | actives 0.64% (n = 360,000) | recombinant SENP8, Nedd8 substrate fluorescence; in the data active = inhibition mostly above about 40%, no sharp cut-off; inactive = mostly below about 27%
Target sequence (Q96LD8 whole entry, looked up): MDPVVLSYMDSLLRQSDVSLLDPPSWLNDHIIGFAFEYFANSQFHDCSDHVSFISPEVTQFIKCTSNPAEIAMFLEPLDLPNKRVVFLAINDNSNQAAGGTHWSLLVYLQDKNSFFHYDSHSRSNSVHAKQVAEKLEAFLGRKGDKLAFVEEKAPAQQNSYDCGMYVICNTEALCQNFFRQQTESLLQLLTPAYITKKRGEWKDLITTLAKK
An asterisk follows results filed as active; i = inactive.

Every second line gives: MPTP block	SENP1 inh	SENP8 block
Cc1c(C(=O)NCc2ccc3c(c2)OCCO3)sc(=O)n1Cc1ccccc1F
→ -1.4	-3	8
COC(=O)C1=CN(c2ccc(Oc3ccccc3)cc2)C(N)=C(C#N)C1c1ccccc1 (stereo not given)
→ -0.5	-10	-68
CC(C)(C)c1ccc(C(=O)N2CCC(=O)N([C@H](COCc3ccccc3)Cc3ccccc3)CC2)cc1
→ -2.6	0	13
O=C(CC[C@H]1O[C@@H](n2cnc3c(NC(=O)c4ccccc4)ncnc32)[C@H](O)[C@@H]1O)N[C@@H](CO)Cc1c[nH]c2ccccc12
→ 1.1	0	-149
COC(=O)[C@]12CCCCC=C1N(Cc1ccco1)C(=O)[C@H](CC(=O)N1CCN(C(=O)C3CC3)CC1)C2
→ -0.3	-1	21
CCCCCc1c(CC)ncn1CCc1ccccc1OC
→ 15	-4	10
O=S1(=O)CC(N2CCN(CCO)CC2)CN1Cc1ccc(F)cc1 (stereo not given)
→ 0.2	0	17
O=C(Nc1ccc(Oc2ccccc2)cc1)c1csc(COCCO)n1
→ 14	-6	-5
O=C(NC1CCCCC1)C(c1ccncc1)n1c(=O)c(-c2ccccc2)nc2ccccc21 (stereo not given)
→ 0.7	-3	-394
CC1(C(=O)Nc2ccc3c(c2)OCO3)CCN1Cc1cccc2c1OCO2 (stereo not given)
→ -0.1	2	18
COc1ccc(C(=O)N2CCCCC2c2cc(C(=O)NCc3ccc(F)cc3)no2)cc1 (stereo not given)
→ 1.4	1	16
O=C(Nc1ccc2c(c1)OCO2)c1cc(C2CCCCN2C(=O)c2ccc3c(c2)CCO3)on1 (stereo not given)
→ -1.3	-1	10
CC(=O)c1ccc(-c2cnc3c(NC=O)cc(-c4cccc(C(=O)N(C)C)c4)cn23)cc1
→ 0.5	-14	-456
COc1ccc(S(=O)(=O)N2CCCCC2c2cc(C(=O)Nc3ccccc3Cl)no2)cc1 (stereo not given)
→ 1.6	-1	16
CC(=O)Nc1ccc(NC(=O)c2ccccc2Br)cc1
→ -0.7	0	0
Cc1ccccc1S(=O)(=O)NC(=O)C1(C)CCN1C(=O)Cc1ccc(Cl)cc1Cl (stereo not given)
→ 0.9	0	18
Cc1cccc(C)c1-n1nnnc1C1(C)CCC(=O)N1CCOc1ccccc1 (stereo not given)
→ -1.9	2	24
CCCNC(=O)C1(C)CCCN(Cc2cc3ccccc3o2)C1 (stereo not given)
→ 0.5	1	3
CC1=C(C(=O)N(C(C)C)C(C)C)CC(CC(=O)NCCN2CCOCC2)C(=O)N1CCCN1CCCC1=O (stereo not given)
→ -0.2	1	11
CN1CCN(C2CN(C3CCCC3)S(=O)(=O)C2)CC1 (stereo not given)
→ 0.1	2	14
CN(C)c1ccc(-c2csc(C(C)(O)c3ccc(F)c(F)c3)n2)cc1 (stereo not given)
→ 15	1	-16
CC(=O)c1cccc(-c2ccnc3c2CC(C(=O)N2CCN(C)CC2)O3)c1 (stereo not given)
→ -0.9	-3	3
CCCCN(C)c1c(C)nc2ccc(C(=O)NCc3cccs3)cn12
→ 0.1	-2	-5
Cc1ccc(OCCCN2CCC(C(O)(c3ccccc3)c3ccccc3)CC2)cc1
→ 8.6	2	13
CCOC(=O)C(=O)N(C)c1c(CC)nc2c(OCc3ccc(OC(F)F)cc3)cccn12
→ -0.1	-1	23
C#CCn1c2ccccc2c(=O)n1CCOc1ccccc1OC
→ -1.9	1	-324
FC(F)(F)c1cc(Cl)c2nc(-c3ccccc3)c(Cc3ccccc3)n2c1
→ 1.7	0	-235
CC(C)C[C@@H]1CN(CCCC[C@H]2CNC(=O)C(=O)N2CCC2CCCCC2)C(=O)C(=O)N1CCc1ccc(O)cc1
→ -3.0	3	12
CCCCNC(=O)c1nc(C2CCN(S(=O)(=O)c3ccccc3C(F)(F)F)CC2)oc1-c1cccc(C(F)(F)F)c1
→ -0.6	0	15
COC(=O)[C@]12CCCCC=C1N(Cc1ccco1)C(=O)[C@H](CC(=O)NCCCN1CCCC1=O)C2
→ 1.0	1	16
COc1ccccc1OCCn1nc2ccccc2c1OC
→ 0.0	-1	-24
O=C(NC1CCCC1)C(c1ccccc1)n1c(CSCCOc2ccccc2)nc2ccccc21 (stereo not given)
→ 2.6	1	6
COC(=O)[C@@]12C[C@@H](CC(=O)NCCCCc3ccccc3)C(=O)N(Cc3ccccc3)C1=CCC(C)(C)C2
→ -0.7	2	12
CCCCC[C@H](C)N1C[C@@H](COCc2ccccc2)Oc2cc(N3CCC[C@@H]3COC)ccc2S1(=O)=O
→ 3.7	0	4
CC1(C)OC(=O)C2=C(C[C@@H](CCc3ccccc3)O[C@@H]2c2ccc(F)cc2)O1
→ 0.0	0	0
CCOC(=O)C1(C)CCN1C(=O)COc1ccc(C(C)(C)C)cc1 (stereo not given)
→ 0.3	1	13
C=CCNc1ncnc2c1ncn2[C@H]1CN(Cc2ccco2)C[C@@H](CO)O1
→ -0.3	-1	2
O=C1c2ccccc2C(c2nnnn2Cc2ccccc2)N1Cc1ccc(F)cc1 (stereo not given)
→ -0.9	1	21
COC(=O)[C@@]1(Cc2ccc(OC)cc2)[C@H]2c3cc(C(=O)N4CCCC4)n(Cc4ccc(C)c(F)c4F)c3C[C@H]2CN1C(=O)c1ccccc1
→ -1.8	-1	11
CCCCN(C)C(=O)c1sc(=O)n(CC(=O)c2ccccc2OC)c1C
→ -1.9	-3	4
Cc1ccc(-c2nc3ccc(Br)cn3c2Cc2ccsc2)cc1
→ 1.4	-1	2
CN(C)c1cccc(CNC(=O)c2csc([C@H]3C[C@H](O)[C@@H](CO)O3)n2)c1
→ 0.3	-1	2
CC1(C(=O)Nc2ccc(Cl)c(Cl)c2)CCN1Cc1ccccc1OC(F)F (stereo not given)
→ 2.0	3	31
C=CCCC(=O)N1C[C@H]2CON(C)[C@H]2C[C@H]1c1ccc(N2CCCCC2)cc1
→ 1.4	3	6
Cc1noc(C)c1-c1ccc(C(=O)NCc2ccncc2)c2occc12
→ 3.3	-8	-61
Cc1cc2c(cc1C)-n1nnnc1C(N1CCN(c3ccccn3)CC1)C(c1ccc3c(c1)OCO3)=N2 (stereo not given)
→ -0.9	-5	-99
CC[C@H](CO)Oc1cc(NCc2cccc(N)c2)c2ncn(C(C)C)c2c1
→ 0.3	-42	56*
COc1ccc(OC)c(NC(=O)Nc2nc(C(N)c3ccccc3Cl)cs2)c1 (stereo not given)
→ 3.2	2	25
CCOC(=O)N(C)c1c(CC)nc2c(OCc3cc(Cl)cc(Cl)c3)cccn12
→ 2.1	-3	11
COc1cccc(CNc2nc3cc(-c4ccccc4CO)sc3c(=O)n2C)c1
→ 0.7	0	-32

Next part:
Every second line gives: MPTP block	SENP1 inh	SENP8 block
COc1ccc(-c2ccc(C(=O)Nc3ccc4c(c3)OCO4)c3occc23)c(C)c1
→ 0.2	-1	-12
COc1cc(C23CCCN(CCC(C(C)(C)C)C2)C32OCCO2)cc(OC)c1OC (stereo not given)
→ 1.7	0	10
COc1ccc(CCNC(=O)c2ccc(Br)o2)cc1Br
→ 0.4	1	7
COc1ccc(NC(=O)c2cc(-c3cc(F)ccc3OC(C)C)n[nH]2)cc1OC
→ 0.8	7	22
O=C(OCc1ccccc1)c1c(-c2ccccc2)oc2c1C(OCCO)CCC2 (stereo not given)
→ -0.4	0	-358
CC(C)C[C@@H]1COc2cc(N3CC[C@H](O)C3)ccc2S(=O)(=O)N1
→ 0.0	0	22
CC(=O)Nc1cccc(-c2ccnc3c2CC(C(=O)Nc2cccnc2)O3)c1 (stereo not given)
→ -2.0	1	-105
O=S1(=O)C[C@H](N2CCN(CC3CC3)CC2)[C@@H](COCc2ccccc2)N1
→ -2.3	0	15
CCOC(=O)C1=CCN(S(=O)(=O)c2ccc(Cl)cc2)C1c1ccc(C)cc1 (stereo not given)
→ 1.8	-3	12
Clc1ccc(Cn2ncc3c(N4CCN(c5ccccc5)CC4)ncnc32)cc1
→ -0.3	1	5
CC(C)Oc1ccc(F)cc1-c1cc(C(=O)Nc2ccccc2)[nH]n1
→ 1.8	-1	15
CC1(C(=O)NS(C)(=O)=O)CCN1C(=O)CC(c1ccccc1)c1ccccc1 (stereo not given)
→ -1.3	3	15
O=C(Nc1cccc(S(=O)(=O)N2CCCC2)c1)[C@@H]1O[C@H](CO)[C@H](O)[C@H](O)[C@H]1O
→ 1.1	-1	19
CCCCCCN1CCN(C2CN(Cc3cn(Cc4cccc(C(F)(F)F)c4)nn3)S(=O)(=O)C2)CC1 (stereo not given)
→ -1.2	-7	14
COCCCNc1nccn2ccnc12
→ 1.0	-6	-10
Cc1cc(C)cc(-n2c3ccc(NC(=O)Cc4cccc5ccccc45)cc3c(=O)n2C)c1
→ -2.5	3	i
CCOc1ccc(CCN2C(=S)N([C@@H](Cc3ccccc3)CN3CCC[C@@H]3CN3C(=S)NC[C@@H]3Cc3ccc(O)cc3)C[C@@H]2CC(C)C)cc1
→ 2.7	4	15
CN1C(=O)C(c2cn(C)c3ccccc23)(c2cn(C)c3ccccc23)c2cc(Br)ccc21
→ 1.6	0	16
Oc1cccc2cc(-c3ccncc3)cnc12
→ -18	4	6
COc1cccc(-c2cnc(C(O)c3cccc(C)c3C)[nH]2)c1 (stereo not given)
→ 2.5	0	14

Some of these compounds in order of molar mass, low to high.
Every second line gives: MPTP block	SENP1 inh	SENP8 block
COCCCNc1nccn2ccnc12
→ 1.0	-6	-10
Oc1cccc2cc(-c3ccncc3)cnc12
→ -18	4	6
CC1(C(=O)NS(C)(=O)=O)CCN1C(=O)CC(c1ccccc1)c1ccccc1 (stereo not given)
→ -1.3	3	15
Cc1cc(C)cc(-n2c3ccc(NC(=O)Cc4cccc5ccccc45)cc3c(=O)n2C)c1
→ -2.5	3	i
CN1C(=O)C(c2cn(C)c3ccccc23)(c2cn(C)c3ccccc23)c2cc(Br)ccc21
→ 1.6	0	16

Further compounds.
Every second line gives: MPTP block	SENP1 inh	SENP8 block
CCc1nc2c(OCc3ccc(C(=O)N(C)C)cc3)cccn2c1N(C=O)Cc1ccccc1
→ -0.1	-11	-17
Cc1cc(C(=O)N2CCCC2(C)C(=O)NCC(C)C)nn1C(C)(C)C (stereo not given)
→ 1.6	0	8
O=[N+]([O-])c1ccc(Br)c(CN2CCN(c3ncc(Cc4ccccc4)cn3)CC2)c1
→ 3.1	3	16
COc1ccc(C(C)(O)c2nc(-c3cccc(C(C)C)c3)cs2)cc1 (stereo not given)
→ 3.5	2	5
CS(=O)(=O)N1CCCCC1c1cc(C(=O)NCc2ccc(F)cc2)no1 (stereo not given)
→ 0.8	2	16
CC(C)(C)n1nnnc1C(c1ccccc1)N1CCN(c2ncccn2)CC1 (stereo not given)
→ -0.4	1	4
Cc1cccc(C)c1NC(=O)C1(C)CN(S(C)(=O)=O)CC(=O)N1CCCn1ccnc1 (stereo not given)
→ 1.0	2	13
CCCS(=O)(=O)NC(=O)C1(C)CCN(C(=O)c2cc(C)oc2C)C1 (stereo not given)
→ -1.1	-1	24
c1ccc(-c2ccc3cnccc3n2)cc1
→ 2.9	2	-1
COCCNc1nc(NCCOc2ccccc2)c2sc(-c3ccccc3)cc2n1
→ 6.8	0	-279

Given with each value named: part of the list above
> COc1ccc(C(C)(O)c2nc(-c3cccc(C(C)C)c3)cs2)cc1 (stereo not given)
  MPTP block = 3.5 | SENP1 inh = 2 | SENP8 block = 5

> CS(=O)(=O)N1CCCCC1c1cc(C(=O)NCc2ccc(F)cc2)no1 (stereo not given)
  MPTP block = 0.8 | SENP1 inh = 2 | SENP8 block = 16

> CC(C)(C)n1nnnc1C(c1ccccc1)N1CCN(c2ncccn2)CC1 (stereo not given)
  MPTP block = -0.4 | SENP1 inh = 1 | SENP8 block = 4

The list continues:
Every second line gives: MPTP block	SENP1 inh	SENP8 block
CC1(C(=O)NS(C)(=O)=O)CCN1C(=O)C/C=C/c1ccccc1 (stereo not given)
→ -2.7	2	11
Cn1c(Oc2ccncc2)nc2cc(-c3ccsc3)sc2c1=O
→ 4.7	2	-1
Cc1ccc(NC(=O)c2ccc(-c3cc(Cl)ccc3Cl)o2)c(C)c1
→ -1.5	2	-14
COC(=O)C[C@@H]1C=C[C@H](NC(=O)c2ccccc2)[C@@H](CO)O1
→ 3.6	4	19
COc1ccc(C2=Cc3ccccc3C(CC(=O)C3CC3)N2c2ccc(C#CCCO)cc2)cc1 (stereo not given)
→ -1.6	-3	-140
COc1ccccc1C=C(C(=O)c1ccccc1)c1ccccc1
→ 0.0	-2	14
CCc1nc2ccc(C(=O)N3CCNC(=O)C3)cn2c1N(C)CCC(C)C
→ -0.5	-29	-14
COc1cc(OC)cc(C2=Cc3ccc(OC)cc3C(CC(C)=O)N2c2ccc(C#CC3(O)CCCCC3)cc2)c1 (stereo not given)
→ 5.7	-8	-381
CCOC(=O)C1CCCN(C(=O)c2ccccc2OC(F)(F)F)CC1 (stereo not given)
→ 0.7	3	15
Cc1csc(NC(=O)C2(C)CCN2C(=O)C(C)C)c1C#N (stereo not given)
→ -0.8	0	13

High-throughput results from PubChem.

This is a subset; the hit share may differ from the screen's.
